# Bioassay records deposited in PubChem by National Center for Advancing Translational Sciences (NCATS).
# KB-3-1 tox: kills parental KB-3-1 adenocarcinoma cells; KB-3-1 viability, CellTiter-Glo ATP luminescence, 72 h; Potency, µM (highest dose often 46.1 µM), without a hit: top-dose activity change, negative = cytotoxic, actives largely listed as cytotoxic; actives 1.4% (n = 400,000); AID 1347075; also: potency is read from the fitted curve at half-maximal effect; % is scaled to controls: 0 for no effect and ±100 for the full control effect; nearly all actives have a fitted effect of over 60% in size
#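 Luminescent ATP read-out (CellTiter-Glo) measures survival of drug-naive KB-3-1 cells after 72 h compound exposure at 37 °C. Titration series was screened from lowest to highest concentration, with DMSO vehicle plates as background controls.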
# HT1080NT lethal: kills 2HG-producing HT-1080-NT fibrosarcoma cells; HT-1080-NT fibrosarcoma viability, CellTiter-Glo ATP luminescence, 48 h; Potency, µM (doses to about 46.1 µM), without a hit: at the highest dose activity, negative = less viability, most hits filed as cytotoxic; actives 1.6% (n = 360,000); AID 686970;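 also: NT is the 2HG producing partner of a matched IDH1 knockdown line; potency is read from the fitted curve at half-maximal effect; 0% = DMSO-treated cells and -100% = media-only wells without cells; nearly all actives have a fitted effect of over 55% in size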
#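 Fibrosarcoma NT cells, 750 per well in 5% FBS RPMI, were exposed to compound for 48 hours. Viability: CellTiter-Glo luminescence.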
# ATXN2 expr inh: inhibitors of ATXN2 expression | HEK-293 ATXN2-luciferase reporter, luminescence, 24 h | Potency, µM (highest dose often 57 µM), for the others: at the highest dose activity change, negative = inhibition, most hits filed as inhibitors | actives 0.72% (n = 360,000); also: potency is read from the fitted curve at half-maximal effect; % is scaled to controls: 0 for no effect and ±100 for the full control effect; nearly all actives have a fitted effect of over 55% in size
#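 ATXN2-luciferase reporter cells (luciferase flanked by upstream and downstream ATXN2 gene portions) were treated 24 h at 37 °C with compounds at up to 57 uM. SteadyGlo luminescence gave expression; GF-AFC fluorescence gave viability.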
# HT1080 IDH1KD tx: kills HT-1080 cells with IDH1 knockdown; HT-1080 IDH1 knockdown viability, ATP luminescence, 48 h; Potency, µM (top dose mostly 46.1 µM), inactives show top-dose activity, negative = toxicity, actives largely listed as cytotoxic; actives 2% (n = 360,000); AID 686971;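 also: potency is read from the fitted curve at half-maximal effect; 0% = DMSO wells and -100% = cell-free medium wells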
#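 In this qHTS, HT-1080 cells depleted of IDH1 are exposed for 48 h at 37 °C to compound titrations. Toxicity is scored from CellTiter-Glo luminescence, with DMSO as full viability and medium alone as none.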
# IL-1B inflam inh: inhibitors of inflammasome signaling (IL-1 beta secretion) | THP-1 LPS/ATP IL-1B secretion, AlphaLISA, 16 h; active compounds read low | activity change, % at 57.5 µM | actives 4.7% (n = 360,000); in the data active = activity change below about -50%; inconclusive = mostly about -30% to -49%; also: % is scaled to controls: 0 for no effect and ±100 for the full control effect
#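 Secreted IL-1B measured by AlphaLISA bead assay after 16 h compound exposure of THP-1 cells; compounds (final up to 57.5 uM) added 1 h before LPS (250 ng/mL) and ATP (1.25 mM) stimulation; lower signal means less secretion.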
# KB-V1 cytotox: kills drug-selected multidrug resistant KB-V1 cells. KB-V1 MDR cells viability, CellTiter-Glo, 72 h. Potency, µM (top dose mostly 46.1 µM), for the others: at the top dose activity change, negative = cytotoxicity, actives largely listed as cytotoxic. actives 3.4% (n = 400,000); also: potency is read from the fitted curve at half-maximal effect; % is scaled to controls: 0 for no effect and ±100 for the full control effect; nearly all actives have a fitted effect of over 60% in size
#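 KB-V1, DMEM (no phenol red) + 10% FBS; cpd pin-transferred, titration series; 72 h, 37 degrees C; CellTiter-Glo, luminescence. Data normalized, curve-fit.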
# WRN inhibitor: WRN helicase (human) inhibition. Q14191. WRN helicase unwinding, fluorescent forked duplex, kinetic. Potency, µM (highest dose often 114 µM), inactives show top-dose activity change, negative = inhibition, most hits filed as inhibitors. actives 0.46% (n = 360,000). AID 651768; also: potency is read from the fitted curve at half-maximal effect; % is scaled to controls: 0 for no effect and ±100 for the full control effect; nearly all actives have a fitted effect of over 55% in size
# Target sequence (Q14191 whole entry, looked up): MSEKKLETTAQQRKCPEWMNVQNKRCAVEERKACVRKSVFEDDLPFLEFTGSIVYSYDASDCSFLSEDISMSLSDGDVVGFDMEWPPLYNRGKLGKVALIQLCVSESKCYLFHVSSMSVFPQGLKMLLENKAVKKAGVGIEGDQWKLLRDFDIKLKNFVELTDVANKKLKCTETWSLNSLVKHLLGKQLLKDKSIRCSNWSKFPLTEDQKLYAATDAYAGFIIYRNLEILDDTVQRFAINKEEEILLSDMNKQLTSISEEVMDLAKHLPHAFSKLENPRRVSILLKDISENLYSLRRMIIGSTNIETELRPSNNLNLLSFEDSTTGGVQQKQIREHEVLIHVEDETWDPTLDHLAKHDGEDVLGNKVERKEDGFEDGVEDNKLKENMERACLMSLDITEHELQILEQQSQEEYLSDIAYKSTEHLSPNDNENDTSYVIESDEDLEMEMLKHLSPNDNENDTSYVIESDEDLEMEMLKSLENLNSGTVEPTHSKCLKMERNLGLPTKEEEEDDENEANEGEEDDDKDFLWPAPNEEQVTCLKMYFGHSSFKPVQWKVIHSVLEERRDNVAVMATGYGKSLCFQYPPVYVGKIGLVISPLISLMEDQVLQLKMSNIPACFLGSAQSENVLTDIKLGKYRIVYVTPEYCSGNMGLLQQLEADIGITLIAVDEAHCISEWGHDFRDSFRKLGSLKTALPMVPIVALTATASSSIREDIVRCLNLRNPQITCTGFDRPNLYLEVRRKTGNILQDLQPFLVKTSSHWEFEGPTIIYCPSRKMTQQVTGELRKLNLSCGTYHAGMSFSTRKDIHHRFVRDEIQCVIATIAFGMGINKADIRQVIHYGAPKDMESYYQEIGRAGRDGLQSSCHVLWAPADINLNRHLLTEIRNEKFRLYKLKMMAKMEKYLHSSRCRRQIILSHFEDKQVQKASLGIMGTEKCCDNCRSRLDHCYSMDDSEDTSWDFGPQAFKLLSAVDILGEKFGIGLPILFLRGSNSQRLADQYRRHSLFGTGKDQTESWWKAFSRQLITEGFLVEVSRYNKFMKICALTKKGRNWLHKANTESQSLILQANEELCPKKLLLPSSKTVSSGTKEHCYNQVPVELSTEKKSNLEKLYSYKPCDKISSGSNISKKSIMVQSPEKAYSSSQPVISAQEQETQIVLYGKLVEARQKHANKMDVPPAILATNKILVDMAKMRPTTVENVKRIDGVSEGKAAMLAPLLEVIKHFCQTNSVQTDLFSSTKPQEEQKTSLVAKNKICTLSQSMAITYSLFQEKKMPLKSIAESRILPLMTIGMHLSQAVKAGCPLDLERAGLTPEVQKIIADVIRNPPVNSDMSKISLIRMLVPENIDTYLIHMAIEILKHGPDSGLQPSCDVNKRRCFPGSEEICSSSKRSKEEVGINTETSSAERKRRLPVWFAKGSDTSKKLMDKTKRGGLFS
#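 Fluorescence dequenching readout, ex 525 nm/em 598 nm, kinetic mode: forked duplex DNA (100 nM final) with adjacent fluorophore and quencher unwound by WRN (20 nM final) with 2 mM ATP. Compound preincubation 15 min, room temperature.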
# MCF10A rereplic: induces DNA re-replication in MCF 10a normal breast cells; MCF 10A DNA re-replication, Hoechst nuclear intensity, 48 h; Potency, µM (doses to about 46.1 µM), for inactives: at the highest dose activity, positive = re-replication, actives largely listed as activators; actives 2.9% (n = 350,000); AID 624296; also: potency is read from the fitted curve at half-maximal effect; % of control where 0% means no effect; nearly all actives have a fitted effect of over 50% in size
# SW480 rereplic: induces DNA re-replication in SW480 colon adenocarcinoma cells; SW480 DNA re-replication, Hoechst DNA content imaging, 48 h; Potency, µM (series often up to 46.1 µM), without a hit: top-dose re-replication activation, most hits filed as activators; actives 1.8% (n = 340,000); AID 624297; also: potency is read from the fitted curve at half-maximal effect; % of control where 0% means no effect; nearly all actives have a fitted effect of over 55% in size
#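 Treated cells incubate 48 hr (37 C, 5% CO2), are stained 40 min with Hoechst, and nuclear fluorescence is enumerated; a rise in nuclei with high DNA signal marks re-replication.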
# Active calls of the source: *; ? = inconclusive; . = not tested or not shown; [ ] = another dose, or the depositor's remark. Unless noted, calls follow the shape of the dose curve; as a rule, active = well fitted curve in the direction sought with a large enough effect; inconclusive = small, poorly fitted or top-dose-only effect, or another doubt; inactive = no such curve, though single readings can be large; an effect the other way counts as inactive or inconclusive.
SMILES,KB-3-1 tox,HT1080NT lethal,ATXN2 expr inh,HT1080 IDH1KD tx,IL-1B inflam inh,KB-V1 cytotox,WRN inhibitor,MCF10A rereplic,SW480 rereplic
COCCN1C(=O)N[C@@H](c2ccco2)C(C(=O)OC)=C1C,0%,-1%,1%,-10%,0,-17%,3%,12%,-26%
Cc1cc(C(=O)NNC(=S)NCC2CCCO2)cs1 (centres undefined),16%,3%,7%,5%,-19,4%,-4%,1%,-6%
Cc1ccc(S(=O)(=O)CCC(=O)OCCOc2cccc(Br)c2)cc1,13%,-2%,.,-1%,20,2%,2%,-2%,-12%
COc1ccc(-c2cc(-c3ccccc3)nc(NN)n2)cc1OC,-3%,?,10%,?,?,13%,-3%,-1%,?
CCCNC(=O)C1(C)CCCN(Cc2ccsc2)C1 (centres undefined),4%,20%,10%,29%,0,-7%,5%[57.1 µM],.,.
CN(C)c1ccc(Cc2cc3c(O)ccc(O)c3cc(Cc3ccc(N(C)C)cc3)c2=O)cc1,?,-1%,?,?,-113*,-22%,13µM*,?,?
Cc1ccccc1OCCC(=O)OCC(=O)Nc1ccc(N2CCOCC2)cc1,1%,1%,21%,-27%,-62*,-9%,6%,?,-2%
COc1ccccc1NS(=O)(=O)c1cc(NC(=O)Cc2n[nH]c(=O)c3ccccc23)ccc1Cl,0%,-5%,-10%,-6%,?,-4%,?,16%,9%
O=C(NCCOc1ccc(F)cc1)C1CCC(=O)N(CCCN2CCCC2=O)C1 (centres undefined),0%,13%,-5%,-2%,-1,0%,-20%,0%,?
COC(=O)C1CCN(C(=O)c2oc3c(Cl)cc(C)cc3c2C)CC1,0%,17%,.,1%,-3,12%,-9%,5%,-5%
COc1cc(NC(=O)c2onc(C)c2Cl)c(OC)cc1Cl,1%,0%,-3%,1%,6,4%,4%,2%,6%
CCCCCn1nc(C(=O)N(CC(C)C)c2c(N)n(CCCC)c(=O)[nH]c2=O)c2ccccc2c1=O,0%,-14%,-6%,-11%,2,-1%,-17%,0%,8%
O=C(O)c1cccnc1SCC(=O)C12CC3CC(CC(C3)C1)C2,9%,3%,6%,-9%,35,0%,-6%,5%,-15%
CC(C)(C)CC(C)(C)N=C1NS(=O)(=O)c2cc([N+](=O)[O-])ccc21,-30%,-7%,?,-4%,-14,-7%,5%,-3%,-6%
COC(=O)CCC(=O)Nc1cccc(C(=O)Nc2cccc(Cl)c2)c1,5%,7%,2%,4%,-18,15%,7%,-5%,-7%
CCCS(=O)(=O)N1CCCC(C(=O)Oc2ccc(Cl)cc2)C1 (centres undefined),8%,7%,-5%,4%,3,?,11%,1%,-3%
O=C(NCc1cccnc1)C1CCN(S(=O)(=O)c2cccc(C(F)(F)F)c2)CC1,14%,3%[9.24 µM],-3%,0%,8,0%,3%,10%,-3%
O=S(=O)(NC1CC1)c1ccc(S(=O)(=O)N(Cc2ccccn2)C2CCCC2)cc1,5%,-4%,11%,5%,4,-17%,-4%,0%,-7%
O=C(CCn1nc(-c2ccccc2)c2ccccc2c1=O)NN1CCOCC1,?,5%,-9%[11.3 µM],18%,21,-34%,-15%,-4%,-2%
CCOCC(=O)Nc1ccc2c(c1)OCCO2,-2%,-1%,-1%,-1%,-9,17%,4%,3%,-8%
COc1ccc(NC(=O)c2cc(C3CCCCN3C(=O)OCCF)on2)c(C)c1 (centres undefined),0%,9%,1%,7%,13,-2%,13%,.,.
CCOc1ccc(NC(=O)c2cc3ccccc3cc2OC)cc1,?,?,21%,23µM*,5,?,5%,?,?
O=C(NCCN1CCOCC1)c1cc(-c2ccc(Cl)s2)nc2ccccc12,-9%,?,-13%,-3%,-17,-14%,-10%,?,?
COc1ccc(NC(=O)Nc2nnc(C(C)(C)C)s2)cc1,-2%,5%,.,2%,-26,?,-6%,0%,2%
Cc1c(/C=N/O)c2ccccn2c1C=O,-14%,2%,.,3%,-12,-18%,6%,12%,3%
Cc1cccc(N=Nc2c(C)c(C#N)c(O)[nH]c2=O)c1,6%,8%,-26%[11.3 µM],-16%,48,-14%,-21%,0%,-11%
CSC1=N/C(=C\C=C\c2cccs2)C(=O)S1,8%,-1%,-8%,0%,-92*,16%,?,25%,0%
COC(=O)N/N=C/c1ccc([N+](=O)[O-])s1,1%,-1%,-28%,?,-17,?,-20%,-8%,?
COc1ccc(/C=N/Nc2cc(N(C)C)nc(N(C)C)n2)cc1,?,-24%,-5%,-26%,-75*,?,-10%,?,?
CCOC(=O)C1CCCN(S(=O)(=O)c2cccs2)C1 (centres undefined),-6%,-7%,-11%,13%,32,-22%,0%,?,-1%
O=C(COc1ccc(Cl)cc1Cl)NN=C1c2ccccc2-c2ccccc21,?,16%,-4%,9%,13,?,-23%,?,-1%
COc1ccc(Nc2nnc(SCC(=O)c3cc(C)n(CC4CCCO4)c3C)s2)cc1 (centres undefined),-13%,-15%,15%,-12%,1,?,-4%,4%,5%
COc1ccccc1Cc1c(-c2ccc(Cl)cc2)nc2c(Cl)cc(C(F)(F)F)cn12,?,20%,6%,5%,0,10%,-1%,.,.
COc1cccc(CNc2nc(NC(C)C)nc3ccsc23)c1,-20%,?,-19%,?,-23,?,-6%,.,.
O=C(Cn1nc(-c2ccccc2)c2ccccc2c1=O)NCCN1CCOCC1,-4%,2%,10%,-2%,-8,8%,-8%,0%,-5%
CCOc1ccccc1C1CC(=O)NC(SCC(=O)Nc2nccs2)=C1C#N (centres undefined),0%,-8%,-6%,-25%,-4,9%,-19%,20%,-2%
COc1cc(C2N(Cc3ccccc3)CCN2Cc2ccccc2)ccc1OC(C)=O,13%,2%,3%,3%,12,-3%,2%,22%,-12%
CC1CN(c2ccc(Cl)cc2[N+](=O)[O-])CCN1S(C)(=O)=O (centres undefined),-4%,-9%,-5%,-17%,-7,?,1%[57.1 µM],12%,8%
CCNC(=O)C1(C)CCN1CCC(=O)c1ccc(C)cc1 (centres undefined),17%,14%,8%,15%,0,1%,9%[57.1 µM],.,.
COCCNc1nc(NCc2ccc(C(C)C)cc2)c2sccc2n1,0%,13µM*,?,18µM*,-15,-2%,-5%,.,.
CCN(C1=NS(=O)(=O)c2ccccc21)N(CC)S(=O)(=O)c1ccc(C)cc1,0%,-8%,-13%,-9%,38,74%,-15%,?,-5%
CC(C)n1nc(C(=O)Nc2nnc(SCc3c(Cl)cccc3Cl)s2)c2ccccc2c1=O,-3%,-16%,-24%,0%,41,-4%,-19%,?,?
O=C(NC1CC1)C1=C[C@@H](c2coc3ccccc3c2=O)C[C@@H](OCc2ccc(CO)cc2)O1,3%,12%,4%,8%,-4,0%,-11%,6%,-10%[9.22 µM]

# Ordered by molar mass (low to high): part of the list above.
SMILES,KB-3-1 tox,HT1080NT lethal,ATXN2 expr inh,HT1080 IDH1KD tx,IL-1B inflam inh,KB-V1 cytotox,WRN inhibitor,MCF10A rereplic,SW480 rereplic
COC(=O)N/N=C/c1ccc([N+](=O)[O-])s1,1%,-1%,-28%,?,-17,?,-20%,-8%,?
CSC1=N/C(=C\C=C\c2cccs2)C(=O)S1,8%,-1%,-8%,0%,-92*,16%,?,25%,0%
CCNC(=O)C1(C)CCN1CCC(=O)c1ccc(C)cc1 (centres undefined),17%,14%,8%,15%,0,1%,9%[57.1 µM],.,.
CCOC(=O)C1CCCN(S(=O)(=O)c2cccs2)C1 (centres undefined),-6%,-7%,-11%,13%,32,-22%,0%,?,-1%
COc1ccc(/C=N/Nc2cc(N(C)C)nc(N(C)C)n2)cc1,?,-24%,-5%,-26%,-75*,?,-10%,?,?
COc1cccc(CNc2nc(NC(C)C)nc3ccsc23)c1,-20%,?,-19%,?,-23,?,-6%,.,.
CC1CN(c2ccc(Cl)cc2[N+](=O)[O-])CCN1S(C)(=O)=O (centres undefined),-4%,-9%,-5%,-17%,-7,?,1%[57.1 µM],12%,8%
COCCNc1nc(NCc2ccc(C(C)C)cc2)c2sccc2n1,0%,13µM*,?,18µM*,-15,-2%,-5%,.,.
O=C(Cn1nc(-c2ccccc2)c2ccccc2c1=O)NCCN1CCOCC1,-4%,2%,10%,-2%,-8,8%,-8%,0%,-5%
O=C(COc1ccc(Cl)cc1Cl)NN=C1c2ccccc2-c2ccccc21,?,16%,-4%,9%,13,?,-23%,?,-1%
CCN(C1=NS(=O)(=O)c2ccccc21)N(CC)S(=O)(=O)c1ccc(C)cc1,0%,-8%,-13%,-9%,38,74%,-15%,?,-5%
CCOc1ccccc1C1CC(=O)NC(SCC(=O)Nc2nccs2)=C1C#N (centres undefined),0%,-8%,-6%,-25%,-4,9%,-19%,20%,-2%
COc1cc(C2N(Cc3ccccc3)CCN2Cc2ccccc2)ccc1OC(C)=O,13%,2%,3%,3%,12,-3%,2%,22%,-12%
O=C(NC1CC1)C1=C[C@@H](c2coc3ccccc3c2=O)C[C@@H](OCc2ccc(CO)cc2)O1,3%,12%,4%,8%,-4,0%,-11%,6%,-10%[9.22 µM]

# The order is random, and some 12% of all compounds hit somewhere here.
